Pf apPOL inh = Pf-apPOL DNA polymerase inhibition; Recombinant Pf-apPOL, molecular beacon fluorescence, 1.5 h; inhibition, % at 10 µM; actives 0.25% (n = 210,000); AID 1794808
mHTT-CaM PPI inh = inhibitors of human mutant huntingtin-calmodulin interaction. P42858. AlphaScreen His-mHTT/GST-CaM binding, luminescence. inhibition, % at 15 µM. actives 3.6% (n = 190,000). AID 1671202;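 also: 0% = both proteins with DMSO and 100% = one protein alone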
* hit, by the source's call; i = inactive; . = no result given; & = joins results of further samples. Rule as the data show it: active = inhibition above about 50%; inactive = the rest.

SMILES	Pf apPOL inh	mHTT-CaM PPI inh
COc1ccc(CC(=O)Nc2ccc(S(=O)(=O)Nc3cc(C)on3)cc2)cc1	6	7
CN(C)c1ncccc1NC(=O)c1cccc(C#N)c1	0	0
Cc1ccc(CC(=O)Nc2ccc3ncnc(N4CCCCC4)c3c2)cc1	2	14
COC(=O)C1CN(Cc2ccc(OC)cc2)CCS(=O)(=O)N1Cc1ccc(F)cc1 (stereo not given)	-2	11
Cc1ccc(-c2nc(-c3ccc4c(c3)ncn4CCN3CCCCC3)no2)s1	-5	0
COc1ccc([C@H]2C[C@@H](n3cc(COC(=O)c4ccccc4)nn3)[C@H](O)CN2CC2CCCCC2)cc1	-4	6
CCOc1nccnc1NC1CCN(C(=O)NCc2ccco2)CC1	-3	1
COc1cccc(NC(=O)CC2Nc3ccccc3NC2=O)c1 (stereo not given)	3	8
O=C(Cc1ccccc1[N+](=O)[O-])N1CCN(c2ccccn2)CC1	-3	0
O=C(c1ccc(Br)cc1)N1CCCCC1CCN1CCCCC1 (stereo not given)	-8	2
CC(=O)Nc1nc(SCc2ccc([N+](=O)[O-])cc2)n(C(C)=O)n1	-3	7
Cn1cc2c3c(cccc31)CN(C(=O)Cc1ccccc1Cl)CC2	-3	50*
O=C(c1ccc(OCC2CCN(C(=O)c3ccccc3)CC2)cc1)N1CCCCC1	-1	6
COc1cccc(N2CCN(C(=O)C3CCc4sc(C(=O)N(C)C)cc4C3)CC2)c1 (stereo not given)	-4	9
Cc1ccc(S(=O)(=O)NNC(=O)C23CC4CCC(CC(C4)C2)C3)cc1	2	-6
O=C(NNC(=O)c1ccc(OC(F)(F)F)cc1)c1ccc(Cl)cc1	-2&-3	.
COC(=O)C1CN(Cc2cn(Cc3ccc(C)cc3)nn2)CCS(=O)(=O)N1Cc1ccc(OC)cc1 (stereo not given)	-5	-3
CN1CCc2cc(C(CNC(=O)C34CC5CC(CC(C5)C3)C4)N3CCCCC3)ccc21 (stereo not given)	-4	25
COc1ccc(CC(=O)Nc2ccccc2N2CCCCC2)cc1OC	1	.
O=C(NCCC1=CCCCC1)C(=O)NCc1ccncc1	-6	-9
COc1cccc(NC(=O)c2nn(-c3ccc(OC)cc3OC)c(=O)c3ccccc23)c1	5	-12
O=C(NCC1CC1)c1cccc(N2CCNC(c3ccccc3)C2)n1 (stereo not given)	-10	6
O=C(O)/C=C/c1ccc(O)c(O)c1	6	.
O=C(O)c1ccc(Nc2c([N+](=O)[O-])c(=O)oc3ccccc23)cc1O	4	8

Reformatted: entries from further up
> O=C(c1ccc(OCC2CCN(C(=O)c3ccccc3)CC2)cc1)N1CCCCC1
  Pf apPOL inh: -1; mHTT-CaM PPI inh: 6
> O=C(NNC(=O)c1ccc(OC(F)(F)F)cc1)c1ccc(Cl)cc1
  Pf apPOL inh: -2&-3; mHTT-CaM PPI inh: .
> O=C(O)c1ccc(Nc2c([N+](=O)[O-])c(=O)oc3ccccc23)cc1O
  Pf apPOL inh: 4; mHTT-CaM PPI inh: 8

Additional compounds follow.
SMILES	Pf apPOL inh	mHTT-CaM PPI inh
CC(C)(CO)NC(=O)Cc1ccc(NC(=O)Nc2ccccc2Cl)cc1	-6	-3
O=C(CSc1cn(Cc2ccc(F)cc2)c2ccccc12)N1CCCCCC1	-8	70*
Nc1c(C(=O)c2ccc(Br)cc2)sc2nc3c(cc12)CCC3	2	2
COc1ccccc1NC(=O)CSc1nnc(CNC(=O)c2c(F)cccc2Cl)o1	1	2
COc1ccc(N2C=C(C#N)S(=O)(=O)c3ccccc32)cc1Cl	-1	-2
COc1cccc(CNc2ccc(OC(F)(F)F)cc2)c1O	-5	12
CCOc1cc(/C=C2\C(=O)NN(c3ccc(C)c(Cl)c3)C2=O)cc(Cl)c1OCC	-11	41
CC(C)(C)C1(O)CC(C(F)(F)F)=NN1C(=O)c1ccccc1Br (stereo not given)	-49	-15
O=C(CN1C2=NCCCN2c2ccccc21)c1ccc(Cl)cc1Cl	-5	4
Cc1cc(C)cc(OCC(=O)c2ccc(O)cc2O)c1	-1	-3
CCOC(=O)CSC(C)C(=O)Nc1nnc(-c2c(C)cc(C)cc2C)s1 (stereo not given)	-1	-12
Cc1ccc(-c2nccn3cc(C(=O)N4CCN(C)CC4)nc23)cc1	4	2
O=C(c1n[nH]c2ccccc12)N1CCCCC1CCN1CCOCC1 (stereo not given)	0	4
COc1ccccc1C1=NOC(C(=O)Nc2ccc(C(C)=O)cc2)C1 (stereo not given)	-5	-4
COc1ccc2c(c1)N1CCN(c3ccccc3OC)CC1C(C(=O)NC1CC1)C2 (stereo not given)	-2	59*
CCC(CC)c1nc2ccccc2c(=O)[nH]1	7	-4
COc1ccc([N+](=O)[O-])cc1CSc1nnc(NC(=O)c2ccccc2)s1	-6	-4
CNC(=O)NC(=O)COc1cc(=O)n2cccc(C)c2n1	-6	-12
CNC(=O)c1ccc2c(c1)N(S(=O)(=O)c1ccccc1)CC2	-2	-5
CN(C)c1ncncc1N1CCC(C(=O)N2CCN(c3ccc(Cl)cc3)CC2)CC1	0	31
CCN(CC)c1cc(C)c2cc(NC(=O)/C=C/c3cccs3)ccc2n1	-2	47
CCn1nc(-c2ccc(OC)cc2F)cc1C(=O)N1CCCCC1	-6	-9
O=C(c1ccsc1)N1CCC(OCc2nc(C3CC3)no2)CC1	-4	-5
CC(=O)C1=C(C)NC(SCC(=O)c2ccc(C)c(C)c2)=C(C#N)C1c1ccco1 (stereo not given)	0	-3
CCn1nnc2ccc(-c3noc(Cc4ccccc4C)n3)cc21	-2	-16
COc1ccc(NC(=O)c2c(C)cc(C)n2Cc2cccc(C)c2)cc1	-5	3
Cc1nc2cc(NC(=O)Cc3csc(NC(=O)C4CCCC4)n3)ccc2s1	-10	-18
CC(C)COC(=O)c1ccc(NC(=O)C23CCC(C)(C(=O)C2=O)C3(C)C)cc1 (stereo not given)	-3	-1
COc1ccc(C2CCCN2C(=O)Nc2ccccc2)cc1 (stereo not given)	3	-8
Cc1ccc(C)c(C(=O)NCCc2cn(C)c3ncccc23)c1	2	-2
O=S(=O)(NCCSc1nc2ccccc2[nH]1)c1ccccc1	-5	8
Cn1cc(CCC(=O)NCc2ccc(F)cc2Cl)c2ccccc21	-15	10
COc1ccc(N2CCN(C(=O)CN(C)S(=O)(=O)c3ccc(C)cc3)CC2)cc1	47	9
O=C(N/N=C/c1ccc(Br)s1)c1cnccn1	.	i
NS(=O)(=O)c1ccc(CNC(=O)CCCn2cnc(-c3ccc(F)cc3)cc2=O)cc1	-8	24
Cc1ccccc1-c1cncc(C(=O)NCC2CCCO2)c1 (stereo not given)	-2	-6
COc1ccc(C2CCCN2C(=O)c2cc(-c3ccc(OC)c(OC)c3)on2)cc1 (stereo not given)	-1	2
C=CCNc1nnc(-c2cc3c(CO)cnc(C)c3oc2=O)s1	-3	3
CCOc1ccc(C(=O)NCCCN(C)C)cc1	-3	-6
CCCC1=NN2C(=N)/C(=C/c3cc(OC)c(OC)c(OC)c3)C(=O)N=C2S1	-2	2
COc1ccc(NC(=O)Cc2c[nH]c3ncccc23)cc1	4	27
CCOc1ccc(N2C(=O)CSC2c2ccccc2Br)cc1 (stereo not given)	-2	-1
c1ccc(C2OCC3(CO2)COC(c2ccccc2)OC3)cc1 (stereo not given)	25	2
COc1cccc(C(=O)N2CCCN(c3cc(-c4ccc5c(c4)OCO5)[nH]n3)CC2)c1	0	15
CCn1c(C2CCN(S(=O)(=O)c3ccc(C)cc3)C2)nc2cccnc21 (stereo not given)	-4	0
N#Cc1cccc(CN2CCC3(CC2)N=C(C2CC2)NO3)c1	0	-3
Cc1ccc(-c2ccnc3c(C(=O)NC(C)c4ccncc4)cnn23)cc1C (stereo not given)	-1	-18
Nc1cccc(Oc2ccc3c(c2)C(=O)N(c2ccc(O)cc2)C3=O)c1	-8	16

3 entries picked at random from the list so far:
SMILES	Pf apPOL inh	mHTT-CaM PPI inh
CCOc1ccc(C(=O)NCCCN(C)C)cc1	-3	-6
COc1ccc(C2CCCN2C(=O)c2cc(-c3ccc(OC)c(OC)c3)on2)cc1 (stereo not given)	-1	2
N#Cc1cccc(CN2CCC3(CC2)N=C(C2CC2)NO3)c1	0	-3

Copied from the list:
In mHTT-CaM PPI inh, CCn1c(C2CCN(S(=O)(=O)c3ccc(C)cc3)C2)nc2cccnc21 (stereo not given) is entered as 0
In mHTT-CaM PPI inh, CCCC1=NN2C(=N)/C(=C/c3cc(OC)c(OC)c(OC)c3)C(=O)N=C2S1 is entered as 2
In Pf apPOL inh, COc1ccc(NC(=O)Cc2c[nH]c3ncccc23)cc1 is entered as 4
In mHTT-CaM PPI inh, C=CCNc1nnc(-c2cc3c(CO)cnc(C)c3oc2=O)s1 is entered as 3
In mHTT-CaM PPI inh, CCOc1ccc(C(=O)NCCCN(C)C)cc1 is entered as -6
In mHTT-CaM PPI inh, c1ccc(C2OCC3(CO2)COC(c2ccccc2)OC3)cc1 (stereo not given) is entered as 2

Going on with the list.
SMILES	Pf apPOL inh	mHTT-CaM PPI inh
CCCn1ncc(N2CCC(C(=O)NCC(C)C)CC2)cc1=O	3	-1
CSc1ccccc1NC(=O)CCCS(=O)(=O)Cc1ccccc1	-6	-10
CN1C(=O)C(C)(C(=O)NCc2ccc(Br)cc2)Oc2cccnc21 (stereo not given)	-4	-2
COc1cc(NC(=O)Cc2nn(C)c(=O)c3ccccc23)cc(OC)c1	-3	15
CCOc1ccccc1NC(=O)c1c(NC(=O)C(F)(F)F)sc2c1CCCCC2	4	7
C=CCn1c(=O)c(C(=O)Nc2cccc(Cl)c2Cl)c(O)c2ccccc21	-10	-5
C=CCn1c(=O)c2cnc(-c3ccc(Cl)cc3)nc2n(C)c1=O	-1	-4
CC1(C)CN(CCc2ccccc2)C(=O)[C@H]1CC(=O)Nc1ccc(Br)cc1	1	-9
O=C(N/C(=C\c1cccc([N+](=O)[O-])c1)C(=O)N1CCCCCC1)c1cccs1	-10	3
N#C/C(=C\c1ccc(Br)s1)C(N)=O	-1	2
Fc1cccc(Cl)c1C1C=C(c2ccc(I)cc2)Nc2nnnn21 (stereo not given)	-2	-2
O=C(Nc1c(S(=O)(=O)c2ccccc2)csc1Br)c1ccccc1Cl	-13	.
COc1cc(C(=O)Nc2cc(-c3nc4ncccc4o3)ccc2C)cc(OC)c1OC	-4	11
COc1ccccc1CNC(=O)C1CCCN(c2nnc3ccc(Cl)cn23)C1 (stereo not given)	-6	11
CC(C)(C)c1ccc(Cn2ncc3ccccc3c2=O)cc1	-3	-15
C=CCNCCCOc1ccc(Cl)c(C)c1	0	-8
Cc1ccc(C2Nc3ccccc3NC3=C2C(=O)CCC3)o1 (stereo not given)	4	10
COc1cc(C=Nc2ccc(F)c(Cl)c2)ccc1OC(=O)C=Cc1cccs1	-6&-16	.
c1cnc(N2CCSCC2)nc1	-36	1
CC(C)C(NC(=O)OCC1c2ccccc2-c2ccccc21)C(=O)O (stereo not given)	1	.
CCN(CC)c1ccc(NC(=O)c2ccccc2OC)cc1C	-9	20
CCN(C(=O)Nc1cccc(Cl)c1)c1ccccc1	-9	-13
O=C1NC2(CCCN(C(=O)c3ccccn3)C2)N=C1c1ccccc1 (stereo not given)	2	-2
COC(=O)[C@H](C(C)C)N(CCc1cn(Cc2ccccc2)nn1)S(=O)(=O)c1ccc(F)cc1Br	-5	-1
N#Cc1ccc(C(=O)Nc2cnc(N3CCCCC3)nc2)cc1	0	9
COc1ccc(N2CCN(CC(O)COC3CCC(C(C)(C)C)CC3)CC2)cc1 (stereo not given)	-3	34
CC(C)(C)SCCNc1c([N+](=O)[O-])c(=O)oc2ccccc12	-4	1
Cc1ncc(CO)c2cc(C(=O)Nc3cccc(F)c3)c(=O)oc12	0	3
Cc1ccc(SCCN2CCN(CCc3ccccc3)CCC2=O)cc1	-2	34
COc1ccc(-n2nc3c(c2NC(=O)c2cccc(Br)c2)CS(=O)(=O)C3)cc1	-2	20
Cc1nc([N+](=O)[O-])cn1CC(=O)NCc1ccccc1	-4	-7
Fc1ccccc1-n1nnnc1SCc1ccc(Br)cc1	26	-89
COc1ccc2c(=O)c(Oc3ccccc3)c(C)oc2c1OC	-8&0	-6&-2
O=C1CC(N2CCN(c3ncccn3)CC2)C(=O)N1c1ccc(Br)cc1 (stereo not given)	-5	2
N#CN=C(N)c1sc(Nc2ccccc2)nc1N	.	20
COCCc1noc(COC2CCCN(Cc3cnn(C)c3C)C2)n1 (stereo not given)	-5	-8
Cc1cccc(CNC(=O)c2cc3n(n2)CCCN(Cc2cccc(C)c2)C3=O)c1	-2	2
COc1cccc(NCc2ccc([N+](=O)[O-])s2)c1	-3	48
Cc1nc2c(C(=O)NCCC(C)C)c[nH]n2c(=O)c1Cc1ccccc1F	0	21
c1ccc(CSc2nnc(SCc3ccccc3)s2)cc1	-1	-39
CCCn1c(C2CCN(C(=O)Nc3ccc(C)cc3)CC2)cc(=O)n2nccc12	1	10
CSc1nc2c(c(=O)[nH]c(=O)n2C)n1C(C)C	-1	4
OC(Cc1ccc2ccccc2n1)C(Cl)(Cl)Cl (stereo not given)	-4	-8
O=C(NCc1ccccn1)c1c(O)c2cccc3c2n(c1=O)CC3	4	2
COc1ccc2cc3cc(C(=O)Nc4ccc(C(C)C)cc4)oc3nc2c1	0	3
CCn1nc(C)c([N+](=O)[O-])c1-c1nnnn1-c1ccc(Cl)cc1	-4	.
Cc1ccc(N2CCC(NC(=O)c3cccc(N(C)C)c3)C2=O)cc1 (stereo not given)	-2	-3
COc1cccc2cc(C(=O)N(Cc3cccn3C)C3CC3)oc12	-5	0
COCC1CCN(C(=O)c2ccnc(N3CCNC(c4ccccc4)C3)c2)CC1 (stereo not given)	3	-11
CN(C)c1nc2n(c(=O)c1Cc1ccccc1)CCCS2	-1	38
O=c1cc(O)c2sc3[nH]c(=O)c([N+](=O)[O-])cc3c2[nH]1	.	16
